TCR activator: activators of T cell receptors | AID 504894 | primary human leukocytes, anti-CD3, IL-2 HTRF, 48 h | 330,000 tested, under 10 active | Potency, µM (top dose mostly 9.22 µM), for the others: top-dose activation of IL-2 secretion, most hits filed as activators; note: % of control where 0% means no effect
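HTRF read-out of IL-2 secretion: europium cryptate donor excited at 320nm, d2 acceptor emission at 665nm. Cells were primary human leukocytes incubated 48 hr with compounds and a-CD3 beads, supplying TCR signal only.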
S-ASM inh: inhibitors of human secretory acid sphingomyelinase; placental ASM, HMU-PC fluorogenic substrate, 60 min; Potency, µM (top dose mostly 57.5 µM), without a hit: top-dose activity change, negative = inhibition, actives largely listed as inhibitors; hit rate 0.006% among 340,000; AID 504937; note: potency is the fitted concentration of half-maximal effect
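Human placenta-derived ASM preincubated with compound 10 min at room temperature, then reacted with 9 uM (final) fluorogenic HMU-PC substrate for 60 min at 37 C. Stop solution raises pH to 10; fluorescence read at Ex 386/Em 447 nm.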
PTAP TSG101 blk: blocks PTAP/TSG101 interaction to inhibit HIV-1 budding; Q99816; Fluorescence polarization, FITC-PTAP peptide / Tsg101 binding; Potency, µM (highest dose often 115 µM), for the others: top-dose activity change, negative = inhibition, actives largely listed as inhibitors; 340,000 tested, under 10 active; AID 493005; active = well fitted inhibition curve with a large enough effect in the main read-out, with a control signal flat, not every such curve was filed as active; inconclusive = small, poorly fitted or top-dose-only effect, or effect the other way, or a change in a side signal; inactive = no such curve, though single readings can be large or run the other way; note: potency is the fitted concentration of half-maximal effect; % of control where 0% means no effect
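FP read-out: FITC-PTAP peptide, 50 nM final, binding Tsg101 binding domain, 10 uM final; 20 min, r.t.; 10 mM HEPES pH 7.5, 0.15 M NaCl, 0.01% Tween 20, 3 mM EDTA, 0.1 mM TCEP.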
Integrin act MD: activates integrin-mediated alleviation for muscular dystrophy. alpha7betagal myoblasts, beta-gal FDG fluorescence, 48 h. Potency, µM (doses to about 38.3 µM), without a hit: at the top dose activation, most hits filed as activators. hit rate 0.064% among 350,000;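 note: potency is the fitted concentration of half-maximal effect; 100% = response of the positive control SU9516; nearly all actives have a fitted effect of over 60% in size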
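Alpha7betagal+/- myoblasts (passage 13) were plated 16-24 hr, then exposed to compounds (1:260 dilution of DMSO stock) for 48 hours at 37C. After MPER lysis, β-galactosidase reporter activity was read as FDG fluorescence (ex 480/em 540) after 30 minutes.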
MBNL1-CUG inh: MBNL1-poly(CUG) RNA binding inhibition; Q9NR56; TR-FRET MBNL1-His/biotin-(CUG)12 binding, 665/545 ratio; Potency, µM (series often up to 57.5 µM), for the others: at the highest dose activity change, negative = inhibition, usual class: inhibitors; hit rate 0.036% among 280,000; AID 2675; active = well fitted inhibition curve with a large enough effect in the signal ratio, with a control signal flat, not every such curve was filed as active; inconclusive = small, poorly fitted or top-dose-only effect, or effect the other way, or a change in a side signal; inactive = no such curve, though single readings can be large or run the other way; the % refers to the signal ratio; note: potency is the fitted concentration of half-maximal effect; % is set by controls: 0 for no effect and ±100 for the full control effect
Target sequence (Q9NR56 whole entry, looked up): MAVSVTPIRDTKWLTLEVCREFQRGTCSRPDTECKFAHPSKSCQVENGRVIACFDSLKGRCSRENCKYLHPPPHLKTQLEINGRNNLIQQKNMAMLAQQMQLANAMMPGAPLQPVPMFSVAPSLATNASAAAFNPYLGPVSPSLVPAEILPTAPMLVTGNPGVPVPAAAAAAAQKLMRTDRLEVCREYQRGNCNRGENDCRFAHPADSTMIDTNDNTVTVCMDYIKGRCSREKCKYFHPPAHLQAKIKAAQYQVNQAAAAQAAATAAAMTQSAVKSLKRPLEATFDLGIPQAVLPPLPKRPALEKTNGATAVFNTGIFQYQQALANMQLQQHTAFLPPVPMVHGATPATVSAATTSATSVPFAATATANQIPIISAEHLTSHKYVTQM
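Compounds (final 92 nM to 58 uM) are added to His-tagged MBNL1 and biotin-(CUG)12, then terbium anti-His antibody and streptavidin-XL665 (5 nM final). After 60 min at room temperature, the 665/545 nm ratio is read.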
Menin-MLL TR inh: inhibitors of human menin-MLL interaction, mutant MLL peptide. O00255. Menin + Texas Red MLL mutant peptide, fluorescence polarization. Potency, µM (titrated, usually from 61.6 µM), without a hit: at the highest dose FP activity change, negative = inhibition, usual class: inhibitors. hit rate 0.23% among 270,000; active = well fitted inhibition curve with a large enough effect in the polarisation, with a control signal flat, not every such curve was filed as active; inconclusive = small, poorly fitted or top-dose-only effect, or effect the other way, or a change in a side signal; inactive = no such curve, though single readings can be large or run the other way; the % refers to the polarisation; note: potency is the fitted concentration of half-maximal effect; % of control where 0% means no effect; many of its hits are not listed in these tables
Target sequence (O00255 whole entry, looked up): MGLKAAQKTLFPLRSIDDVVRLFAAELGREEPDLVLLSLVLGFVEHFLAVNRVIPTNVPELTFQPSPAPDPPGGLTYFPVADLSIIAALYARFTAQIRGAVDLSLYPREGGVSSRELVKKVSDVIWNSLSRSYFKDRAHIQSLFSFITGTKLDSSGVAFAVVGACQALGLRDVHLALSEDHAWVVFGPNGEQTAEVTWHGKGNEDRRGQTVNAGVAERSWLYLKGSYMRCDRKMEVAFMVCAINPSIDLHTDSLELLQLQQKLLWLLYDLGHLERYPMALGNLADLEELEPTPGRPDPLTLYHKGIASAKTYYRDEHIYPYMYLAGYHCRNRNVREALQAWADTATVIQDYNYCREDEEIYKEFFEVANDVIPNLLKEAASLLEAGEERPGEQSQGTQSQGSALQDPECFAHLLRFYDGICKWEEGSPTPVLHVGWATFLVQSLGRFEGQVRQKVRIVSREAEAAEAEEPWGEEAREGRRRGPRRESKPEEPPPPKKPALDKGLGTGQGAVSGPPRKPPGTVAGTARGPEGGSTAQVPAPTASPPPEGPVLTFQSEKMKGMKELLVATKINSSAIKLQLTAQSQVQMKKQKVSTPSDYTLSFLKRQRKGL
AT treatment: potential ataxia-telangiectasia treatments restoring KAP-1 phosphorylation | […] A-T fibroblasts, KAP-1 phosphorylation AlphaLISA; neocarzinostatin DNA damage 30 min before lysis | Potency, µM (series often up to 57.5 µM), without a hit: top-dose activation, actives largely listed as activators | hit rate 0.19% among 320,000 | AID 485349; note: potency is the fitted concentration of half-maximal effect; % of control where 0% means no effect; nearly all actives have a fitted effect of over 45% in size
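ATM-like activity read as KAP-1 phosphorylation via AlphaLISA donor/acceptor antibody pairs after lysis and 6 hr at 25C. Cells were ATM-null patient fibroblasts ([…], hTERT), dosed 60 min, then exposed to the DSB inducer NCS for 30 min.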
MLL CXXC-DNA inh: inhibitors of human MLL CXXC domain-DNA interaction; Q03164; MLL-CXXC / FITC-HOXA9 DNA fluorescence polarization; Potency, µM (doses to about 115 µM), for inactives: at the top dose activity change, negative = inhibition, actives largely listed as inhibitors; hit rate 0.037% among 290,000; AID 2662; active = well fitted inhibition curve with a large enough effect in the polarisation, with a control signal flat, not every such curve was filed as active; inconclusive = small, poorly fitted or top-dose-only effect, or effect the other way, or a change in a side signal; inactive = no such curve, though single readings can be large or run the other way; the % refers to the polarisation; note: potency is the fitted concentration of half-maximal effect
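Fluorescence polarization: 7 uM MLL-CXXC (stock) preincubated 5 min with compounds, then 50 nM fluorescein-HOX-A9 DNA (stock) added; 30 min ambient. Buffer 50 mM Tris-HCl pH 7.5, 50 mM NaCl, 1 mM DTT, 0.05% BSA.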
Mito fusion yeast: blocks mitochondrial division or promotes mitochondrial fusion; S. cerevisiae fusion-defective mutant growth rescue, CellTiterGlo 48 h; hit rate 0.23% among 320,000; Potency, µM (doses to about 46.1 µM), for the others: at the highest dose growth rescue (activation), most hits filed as activators; AID 485298;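 note: potency is the fitted concentration of half-maximal effect; % of control where 0% means no effect; nearly all actives have a fitted effect of over 45% in size; temperature-sensitive fusion mutants such as fzo1-1 at 37 °C on non-fermentable ethanol glycerol medium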
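Luminescent cell viability in 1536-well qHTS format served as the measure of rescued growth in ts fusion-mutant S. cerevisiae cultured on non-fermentable YPEG for 48 hours at 37C.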
TSHR antagonist: antagonists of human thyroid stimulating hormone receptor; P16473; TSHR-expressing cells, TSH-stimulated cAMP HTRF, 2 h; hits give low values; activity change, negative = inhibition, % at 11.5 µM; hit rate 0.2% among 330,000; AID 504810;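 active = activity change below a set negative limit, meaning inhibition stronger than a set level, cut at about -70% in these data; inconclusive = activity change between two set negative limits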; note: % is set by controls: 0 for no effect and ±100 for the full control effect
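TSHR-expressing cells, 200/well, pre-treated with compound, then stimulated with EC80 TSH (4nM final) for 2 hours at 37 deg C. cAMP measured by competitive HTRF: anti-cAMP cryptate antibody in lysis buffer plus cAMP-d2, read after 30 minutes at room temperature.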
* marks the source's active call; other numbers are inactive results; u = inconclusive; x = no result given; [ ] = remark or other dose. Unless noted, calls come from the whole dose curve; as a rule, active = well fitted curve in the direction sought with a large enough effect; inconclusive = small, poorly fitted or top-dose-only effect, or another doubt; inactive = no such curve, though single readings can be large; an effect the other way counts as inactive or inconclusive. This is a subset; count on the stated rates, not on these rows.

The line under a structure holds: TCR activator	S-ASM inh	PTAP TSG101 blk	Integrin act MD	MBNL1-CUG inh	Menin-MLL TR inh	AT treatment	MLL CXXC-DNA inh	Mito fusion yeast	TSHR antagonist
#1 Cc1c(Cl)ccc2c1NC(=O)[C@]21[C@@H]2C(=O)N(Cc3ccccc3)C(=O)[C@@H]2[C@@H]2CCCN21
 : -1%	-8%	-1%	2%	-3%	3%	4%	6%	u	-3
#2 CC1CC(C)CN(c2ccc([N+](=O)[O-])cc2-c2nn[nH]n2)C1 (configuration not stated)
 : 0%[46.1 µM]	0%	-2%	4%	u	8%	-6%	-6%	-2%	-3
#3 CCN1CCN(S(=O)(=O)c2ccc(Cl)c(C(=O)N(C)Cc3ccc(C(C)(C)C)cc3)c2)CC1
 : -13%	-4%	-2%	-18%	x	x	x	x	x	x
#4 O=C(CCn1nnc2ccccc2c1=O)N[C@@H](Cc1ccccc1)C(=O)O
 : 3%	1%	-5%	-16%[7.66 µM]	7%	-1%[11.7 µM]	15%	-2%	-2%	2
#5 COc1ccc(/C=C2\SC(=S)N(c3cccnc3)C2=O)cc1
 : 1%	-5%	-7%	-1%	7%	x	-9%	-4%	-2%	-5
#6 CCOc1ccc(NC(=O)COC(=O)c2cc(=O)c3ccccc3o2)cc1
 : 5%	-1%	-2%	4%	x	x	-3%	x	-2%	27
#7 CC(C)C(=O)Nc1cccc(C(=O)NCc2ccc3c(c2)OCO3)c1
 : 0%[46.1 µM]	3%	-6%	8%	-8%	-1%	0%	0%	0%	-4
#8 CNC1=C(N(C(C)=O)c2ccc(Br)cc2)C(=O)c2ccccc2C1=O
 : 0%[46.1 µM]	0%	-1%	-55%[inhibitor]	u	-14%	9%	4%	18%	20
#9 Cn1c(SCc2ccccc2)nnc1C1CCCNC1 (configuration not stated)
 : 2%	-3%	1%	10%	2%	-9%	2%	8%	-5%	0
#10 Clc1ccccc1C1Nc2cccc3cccc(c23)N1
 : x	-5%	-6%	26%	13%	u	-5%	-9%	-9%	-4
#11 COc1cc(NC(=O)c2cccc(Cl)c2)c(OC)cc1NC(=O)CN1CCOCC1
 : -5%	-8%	-1%	-17%	2%	-12%	5%	-4%	-2%	1
#12 Cc1cnc(NC(=O)Cc2c[nH]c3ccccc23)s1
 : 1%	-1%	-2%	1%	2%	12%	15%	-5%	-1%	20
#13 O=C(Nc1ccc(CN2CCOCC2)cc1)c1ccc2ccccc2c1
 : 0%	x	0%	-9%	14%	-21%	2%	u	8%	12
#14 COCCNC(=O)CC(c1ccccc1)c1ccccc1
 : 2%	4%	-3%	19%	-4%	3%	3%	-3%	-3%	5
#15 CCN(c1ccccc1)S(=O)(=O)c1ccc(OC)c(NC(=O)c2cc(F)c(F)c(F)c2F)c1
 : 14%[46.1 µM]	-3%	-2%	-16%	x	x	7%	x	x	25
#16 O=C(CC(NCCc1ccccc1)C(=O)O)Nc1ccc(O)cc1 (configuration not stated)
 : x	x	x	x	-3%	11%	-1%	5%	0%	-7
#17 O=C(NCc1nnc(SCC(=O)N2CCc3ccccc32)o1)c1cccs1
 : 7%	1%	0%	17%	-1%	8%	3%	-2%	8%	5
#18 O=C(O)c1ccccc1C(=O)c1ccc(N2CCCC2)c([N+](=O)[O-])c1
 : -8%	-4%	0%	5%	u	0%	-1%	-4%	-2%	5
#19 Cc1ccccc1NC(=O)c1ccccn1
 : 5%	0%	0%	0%	x	x	2%	4%	2%	-11
#20 O=C(NCC1CCCN(Cc2cccc(F)c2)C1)c1cccc2ccccc12 (configuration not stated)
 : -5%	-3%	-2%	-2%	-1%	-3%	1%	30%	9%	22

A draw from above in order of number of heavy atoms, descending.
The line under a structure holds: TCR activator	S-ASM inh	PTAP TSG101 blk	Integrin act MD	MBNL1-CUG inh	Menin-MLL TR inh	AT treatment	MLL CXXC-DNA inh	Mito fusion yeast	TSHR antagonist
#13 O=C(Nc1ccc(CN2CCOCC2)cc1)c1ccc2ccccc2c1
 : 0%	x	0%	-9%	14%	-21%	2%	u	8%	12
#18 O=C(O)c1ccccc1C(=O)c1ccc(N2CCCC2)c([N+](=O)[O-])c1
 : -8%	-4%	0%	5%	u	0%	-1%	-4%	-2%	5
#12 Cc1cnc(NC(=O)Cc2c[nH]c3ccccc23)s1
 : 1%	-1%	-2%	1%	2%	12%	15%	-5%	-1%	20

(next part)
The line under a structure holds: TCR activator	S-ASM inh	PTAP TSG101 blk	Integrin act MD	MBNL1-CUG inh	Menin-MLL TR inh	AT treatment	MLL CXXC-DNA inh	Mito fusion yeast	TSHR antagonist
#21 CCCNCC(=O)Nc1cccc(S(=O)(=O)NC2=NCCCCC2)c1
 : -6%	1%	0%	0%	x	x	-1%	x	x	-7
#22 FC(F)Oc1ccc(NC(=S)NC2CCCCCCC2)cc1
 : -3%	-5%	-9%	2%	2%	20%	9%	27%	-48%[inhibitor]	-11
#23 N/C(=N\OC(=O)c1ccccc1)c1ccn[nH]1
 : 6%	0%	0%	23%	1%	x	7%	-1%	1%	-4
#24 CCC(C)N(C(=O)Cn1nnc(-c2ccc(F)cc2)n1)C1CCS(=O)(=O)C1 (configuration not stated)
 : -5%	1%	-3%	-4%	-2%	x	5%	16%	3%	5
#25 O=C1CC(N2CCN(Cc3ccccc3)CC2)C(=O)N1c1ccc2c(c1)OCCO2 (configuration not stated)
 : 0%	3%	-11%	18%	8%	-15%	-4%	3%	-3%	8
#26 CC(=O)OCC1=C(C(=O)O)N2C(=O)[C@@H](NC(=O)CSc3ccncc3)[C@H]2SC1
 : 7%	3%	-11%	-3%	x	3%	7%	-19%	2%	9
#27 CCN1CCc2c(sc(NC(=O)c3ccc(S(=O)(=O)N4CCCCCC4)cc3)c2C(=O)NC)C1
 : 0%	-8%	u	-52%[inhibitor]	7%	x	17%	75%[activator]	1%	-3
#28 Cc1c(O)c2c3c(cccc3c1O)C(=O)N(c1ccccc1)C2=O
 : -6%[46.1 µM]	-6%	u	-22%	47%[activator][11.5 µM]	16%	3%	u	u	13
#29 CCc1ccccc1N1C[C@@]23C=C[C@@H](O2)C(C(=O)OCC(C)C)[C@H]3C1=O (some centres not stated)
 : x	-1%	-3%	-13%[7.66 µM]	-5%	-4%	6%	-3%	0%	-11
#30 O=C(CSc1nnc(-c2cccs2)o1)NCc1ccco1
 : 1%	1%	-2%	-24%	0%	-11%	-2%	-7%	2%	1
#31 COc1ccccc1NC(=O)CSc1nnc(Cn2cnc3ccccc32)n1C
 : 1%	-1%	-4%	-20%	u	2%	-3%	1%	-1%	13
#32 CCn1ccc(C(=O)Nc2ccccc2SC)n1
 : 0%	3%	-2%	16%	-1%	-9%	-6%	-5%	-4%	18
#33 O=C(ON=C1CCN(S(=O)(=O)c2ccccc2)CC1)c1ccccc1
 : x	-2%	-4%	-19%	-10%	1%	-3%	11%	2%	3
#34 CC(C)CN(C(=O)COC(=O)c1cncc(Br)c1)c1c(N)n(Cc2ccccc2)c(=O)[nH]c1=O
 : -2%	10%	-3%	4%	-7%	-15%	-6%	u	22%	1
#35 Cn1nc(C(F)(F)F)c(C(=O)Nc2ccc(F)cc2)c1Cl
 : 3%	-2%	1%	0%	-4%	-3%	1%	-2%	3%	0
#36 CCOC(=O)Cc1csc(NC(=S)NC(=O)c2cc(OC)c(OC)c(OC)c2)n1
 : 2%	-7%	-2%	3.5µM*	-14%	x	-5%	-2%	-7%	10
#37 COCCn1c(-c2cc(OC)c(OC)c(OC)c2)nc2nc3ccccc3nc21
 : x	x	x	x	-7%	14%	6%	4%	1%	8
#38 CC1(C)C2CC=C(/C=N/n3cnnc3)C1C2 (configuration not stated)
 : 3%	-1%	0%	-6%	4%	-3%	-4%	5%	2%	0
#39 COc1ccc2c(c1)c(C(=O)CN1CCC(C(N)=O)CC1)c(C)n2C
 : 0%	0%	-2%	-8%	-12%	6%	-2%	4%	1%	3
#40 O=C1CC[C@@H]2CC3(C[C@@H]4CCN1[C@H]24)Nc1ccccc1NC3=NC1CCCCC1 (some centres not stated)
 : -6%	0%	0%	15%	x	x	x	x	x	x

Source: PubChem (National Center for Advancing Translational Sciences (NCATS))
